Anthrax LF prot = Bacillus anthracis LF protease inhibitors, primary screen, biochemical, multiplex microsphere, MLPCN library | actives 0.12% (n = 360,000) | multiplex microsphere protease cleavage assay | AID 588501, 2011 | inhibition, % at 10 µM; also: plate controls were buffer without enzyme for full effect and enzyme alone for no effect
Target sequence (P15917 whole entry, looked up): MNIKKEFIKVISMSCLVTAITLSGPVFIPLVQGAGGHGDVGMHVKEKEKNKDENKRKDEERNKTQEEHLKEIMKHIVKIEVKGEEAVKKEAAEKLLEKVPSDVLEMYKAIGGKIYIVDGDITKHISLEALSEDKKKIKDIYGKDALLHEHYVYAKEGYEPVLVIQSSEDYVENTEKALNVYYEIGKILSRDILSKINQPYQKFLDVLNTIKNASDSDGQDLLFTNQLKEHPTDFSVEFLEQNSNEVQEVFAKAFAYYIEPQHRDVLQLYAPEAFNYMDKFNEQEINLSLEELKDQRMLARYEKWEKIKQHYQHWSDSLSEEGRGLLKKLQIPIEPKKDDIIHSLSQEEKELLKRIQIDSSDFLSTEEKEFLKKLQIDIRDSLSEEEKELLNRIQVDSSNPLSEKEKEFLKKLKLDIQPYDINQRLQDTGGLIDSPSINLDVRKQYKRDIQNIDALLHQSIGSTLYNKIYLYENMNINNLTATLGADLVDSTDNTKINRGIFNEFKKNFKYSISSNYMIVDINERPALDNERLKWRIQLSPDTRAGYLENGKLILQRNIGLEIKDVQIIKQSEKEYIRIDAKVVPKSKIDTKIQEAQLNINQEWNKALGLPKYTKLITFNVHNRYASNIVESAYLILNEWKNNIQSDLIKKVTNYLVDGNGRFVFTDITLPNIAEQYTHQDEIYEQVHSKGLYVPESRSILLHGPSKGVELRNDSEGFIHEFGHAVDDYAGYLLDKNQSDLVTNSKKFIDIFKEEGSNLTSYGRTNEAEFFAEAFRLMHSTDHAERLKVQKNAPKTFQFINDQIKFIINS
FadD28 FP inh = inhibitors of FadD28 bisubstrate probe binding, primary screen, biochemical, fluorescence polarization, single point. Mycobacterium tuberculosis FadD28 fatty-acid-AMP ligase. inhibition, % at 12.5 µM. actives 0.22% (n = 360,000); in the data active = inhibition above about 8.5%, passing the limit was not always enough; inconclusive = no clear call, values can overlap the other calls
Mtb FBA inh = Mtb FBA enzyme inhibitors, primary screen, biochemical, fluorescence, strain H37Rv | Fructose-bisphosphate aldolase (Mycobacterium tuberculosis (strain ATCC 25618 / H37Rv)), … | purified M. tuberculosis FBA, fluorescence read-out | inhibition, % at 1 µM | actives 2.3% (n = 360,000) | AID 588726, 2011; in the data active = inhibition above about 27%;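 also: 0% = vehicle and 100% = reference inhibitor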
PfHsp40 rescue = rescue of yeast from PfHsp40 toxicity, primary screen, S. cerevisiae, ATP luminescence; growth rescue, % at 12.5 µM; S. cerevisiae expressing PfHsp40, growth rescue; actives 0.68% (n = 340,000); AID 504582, 2011; in the data active = growth rescue above about 28%, passing the limit was not always enough; inconclusive = no clear call, values can overlap the other calls;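 also: yeast W303a lacking pdr1 and pdr3 grown in galactose medium; growth measured after three days at 30 °C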
UGM FP inh = M. tuberculosis UGM enzyme inhibitors, primary screen, biochemical, fluorescence polarization, single point | UDP-galactopyranose mutase (Mycobacterium tuberculosis (strain ATCC 25618 / H37Rv)), … | inhibition, % at 10 µM | purified UGM, fluorescence polarization probe displacement | actives 0.06% (n = 320,000); in the data active = inhibition above about 10%, passing the limit was not always enough; inconclusive = no clear call, values can overlap the other calls
BoNT A protease = BoNT/A light chain protease inhibitors, primary screen, biochemical, flow cytometry, MLPCN library | Botulinum neurotoxin type A light chain protease (Clostridium botulinum A str. ATCC 3502) | multiplex microsphere protease substrate cleavage | inhibition, % at 10 µM | actives 0.17% (n = 360,000) | AID 588499, 2011; also: plate controls were buffer without enzyme for full effect and enzyme alone for no effect
GDH-TPI inh = GDH-TPI coupling enzyme inhibitors, primary screen, artefact control for M. tuberculosis FBA inhibitor project, biochemical, absorbance, full deck; GDH-TPI coupled enzyme counterscreen, NADH absorbance; inhibition, % at 4.8 µM; actives 1.2% (n = 360,000); AID 588335, 2011; in the data active = inhibition above about 30%;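 also: 0% = DMSO wells and 100% = wells lacking the enzyme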
Mtb BioA inh = M. tuberculosis BioA enzyme inhibitors, primary screen, biochemical, plate reader, single point, HTS | inhibition, % at 9.99 µM | 7,8-diaminopelargonic acid synthase BioA (Mycobacterium tuberculosis) | purified M. tuberculosis BioA enzyme | actives 0.096% (n = 360,000) | AID 602481, 2012; in the data active = inhibition above about 40%; inconclusive = no clear call, values can overlap the other calls
BoNT F protease = BoNT/F light chain protease inhibitors, primary screen, biochemical, flow cytometry, MLPCN library; Botulinum neurotoxin type F light chain protease (Clostridium botulinum); Multiplex microsphere protease cleavage assay; inhibition, % at 10 µM; actives 0.22% (n = 360,000); AID 588497, 2011; in the data active = inhibition above about 35%, passing the limit was not always enough; inconclusive = no clear call, values can overlap the other calls; also: plate controls were buffer without enzyme for full effect and enzyme alone for no effect
* hit, by the source's call; ? = inconclusive; . = no result given. Rule as the data show it, unless noted: active = inhibition above about 30%; inconclusive = no clear call, values can overlap the other calls; inactive = below that. Random draw from the library; any-hit rate near 4.7%.

molecule	Anthrax LF prot	FadD28 FP inh	Mtb FBA inh	PfHsp40 rescue	UGM FP inh	BoNT A protease	GDH-TPI inh	Mtb BioA inh	BoNT F protease
COc1ccc(OC)c(S(=O)(=O)NC2CC2)c1	0	-3.7	1	0.1	1.8	2.2	-4	-1.1	-12
Cc1ccc2c(N)c(C#N)sc2n1	-2	-0.2	5	1.4	1.9	0.5	12	0.3	0
CCOc1ccccc1NC(=O)CN1CCC(NC(=O)c2ccccc2C)CC1	-6	-1.0	0	-0.6	0.1	-0.7	2	25	-1
COc1cc(=O)n(C)c2c(O)cccc12	-6	-2.6	-2	1.4	-0.9	-0.5	1	0.5	-6
COC(=O)C1=C(C)N(Cc2ccccc2)C(=NCc2cc(OC)c(OC)c(OC)c2)N[C@H]1c1ccccc1	.	-2.1	.	-1.5	-1.8	.	.	0.2	.
Cc1ccccc1C(=O)NC1CC2CCCC(C1)N2CC(C)C (stereo unspecified)	-6	-3.5	-5	.	.	0.2	-9	-1.0	5
Cc1ccc(C(=O)NC(C)C2CC3CCC2C3)cc1 (stereo unspecified)	-2	-1.9	4	.	-2.8	-0.1	-2	-0.7	-8
Cc1nc(NC(=O)CSc2nnc(C)n2CC2CCCO2)sc1C (stereo unspecified)	2	-1.5	6	-0.6	-1.0	2.5	10	-1.0	11
COc1ccc(-c2nnc(SCc3nnc(-c4ccccc4)o3)n2-c2ccccc2)cc1	-5	-1.5	1	-0.1	0.1	0.2	6	.	6
COC(=O)CN1C(=O)CN=C(c2ccccc2Cl)c2cc(Br)ccc21	8	-4.2	2	.	-2.7	-0.1	4	0.4	6
CN1CCN(C(=O)c2cc3nc(-c4ccco4)cc(C(F)(F)F)n3n2)CC1	1	2.7	23	-0.5	1.8	-0.7	13	.	-4
Cc1ccccc1N1CCN(Cc2cc3c(cc2[N+](=O)[O-])OCO3)CC1	-2	-3.1	-1	-1.8	4.1	-1.5	9	-1.1	8
O=C(C1CCCN(S(=O)(=O)c2ccccc2)C1)N1CCN(c2ncccn2)CC1 (stereo unspecified)	-5	0.5	6	0.7	0.1	0.0	3	-1.9	-10
CC(=O)N1CCc2cc(S(=O)(=O)NCC(=O)NCc3ccc(F)cc3)ccc21	-1	-0.8	2	0.0	-0.1	-0.2	7	-0.7	6
COc1ccc(O)c(C(=O)c2cnc3nc4ccccc4n3c2)c1	4	-2.6	9	-0.7	0.3	1.9	23	-0.4	2

New compounds follow.
molecule	Anthrax LF prot	FadD28 FP inh	Mtb FBA inh	PfHsp40 rescue	UGM FP inh	BoNT A protease	GDH-TPI inh	Mtb BioA inh	BoNT F protease
Cc1ccc(-c2noc(CN(C(=O)c3ccc4c(c3)OCO4)C(C)C)n2)cc1	-4	-2.5	1	-1.7	0.6	0.3	9	-0.9	3
O=c1[nH]c(=S)[nH]c(O)c1/C=C1/C=c2ccccc2=N1	.	0.8	0	1.2	-1.5	.	-3	-1.3	.
O=C(NCCc1ccccc1)C1Cc2c(-c3ccc(Cl)cc3)ccnc2O1 (stereo unspecified)	2	-2.4	3	.	.	-0.5	15	-2.7	0
Cc1ccccc1OCC(O)CNC1CCCC1 (stereo unspecified)	.	0.5	1	0.4	1.6	.	17	-0.2	.
Cc1cccc(Nc2ncc3c(n2)CC(C)CC3=O)c1 (stereo unspecified)	-2	-2.8	4	-1.2	-0.7	0.9	36*	-3.8	-1
COc1cc(C(=O)Nc2ccc(S(=O)(=O)Nc3cnc4ccccc4n3)cc2)cc(OC)c1OC	-1	-5.2	8	0.0	-1.8	-0.4	8	4.8	2
Cc1nc(NCCN2CCOCC2)c2nnn(Cc3c(F)cccc3Cl)c2n1	0	0.4	4	2.4	-5.3	0.5	7	0.8	-2
COc1cc(/C=N/NC(=O)c2c(C)nnn2-c2nonc2N)ccc1O	-1	-0.6	2	-1.0	-1.8	0.7	29	.	2
COCCn1c(N)c(N(Cc2ccccc2)C(=O)c2ccc(N3CCCC3=O)cc2)c(=O)[nH]c1=O	-10	-0.7	2	0.6	.	-0.8	-3	-0.7	-2
O=C(NCCN1CCN(C(=O)c2cccc(Br)c2)CC1)C(=O)Nc1ccc(Br)cc1	-1	-1.0	-1	0.8	1.0	-0.9	-7	2.3	-9
COc1ccc(C(=O)NCc2nnc(SCC(=O)c3ccccc3)o2)cc1	-2	-4.1	-1	5.9	1.2	-0.3	-2	0.4	4
COC(=O)Nc1ccc(N2CCOCC2)c(S(=O)(=O)N2CCOCC2)c1	2	-2.7	1	-1.3	0.1	0.5	7	0.9	2
CCC(=O)Nc1ccc(C(=O)CSc2nnc(-c3ccccc3F)n2C2CC2)cc1	0	-4.4	0	-0.5	2.1	1.2	-7	.	5
CCC(CC)c1nnc(NC(=O)c2cc([N+](=O)[O-])ccc2N2CCOCC2)s1	2	-2.4	1	-0.2	-0.8	0.0	17	2.5	2
CCNC(=O)C(=O)N1CCC2(CC1)OCCN2S(=O)(=O)c1ccc(C)cc1	0	-0.7	3	0.1	0.7	-1.1	-5	.	2

Continued; it opens with the two that closed the last part.
molecule	Anthrax LF prot	FadD28 FP inh	Mtb FBA inh	PfHsp40 rescue	UGM FP inh	BoNT A protease	GDH-TPI inh	Mtb BioA inh	BoNT F protease
CCC(CC)c1nnc(NC(=O)c2cc([N+](=O)[O-])ccc2N2CCOCC2)s1	2	-2.4	1	-0.2	-0.8	0.0	17	2.5	2
CCNC(=O)C(=O)N1CCC2(CC1)OCCN2S(=O)(=O)c1ccc(C)cc1	0	-0.7	3	0.1	0.7	-1.1	-5	.	2
O=C(NCc1ccco1)C1CCN(c2nc3ccccc3n2Cc2ccccc2F)CC1	-2	-4.6	0	0.3	0.3	-0.9	-4	5.7	-8
COC(=O)C1=C(O)/C(=C\c2ccc(CNC(=O)C(=O)Nc3ccc(C)c(C)c3)o2)N=C1C	4	-1.7	5	0.8	-1.7	4.9	21	.	-12
CCOc1ccccc1NC(=O)COc1coc(CN2CCc3ccccc3C2)cc1=O	-3	-4.8	-1	1.2	1.7	1.6	6	6.9	6
OC[C@@H]1CN(Cc2cccc(C(F)(F)F)c2)C[C@H](n2cnc3c(NCc4ccco4)ncnc32)O1	-1	-4.9	1	.	.	-0.3	-6	0.3	0
COc1ccccc1CNC(=O)C1Cc2ccccc2C(=O)O1 (stereo unspecified)	0	0.8	-1	-0.3	0.5	2.2	11	.	41*
Cc1cc(Nc2ccccc2Cl)nc(-c2ccccc2O)n1	3	-4.8	-3	3.1	-2.1	0.3	6	-1.9	36*
O=C1CN(C(=O)CSc2nc3ccccc3n2CCc2ccccc2)c2ccccc2N1	-1	-1.3	3	0.4	-1.2	2.0	-1	.	-1
Cc1ccc(-n2nnnc2SCC(=O)N(CC(C)C)c2c(N)n(CC(C)C)c(=O)[nH]c2=O)cc1	6	0.0	-1	1.2	-0.3	-0.9	2	.	0
CCCC1(C(=O)OCC)NC(c2ccc(OC)cc2OC)C2C(=O)N(c3ccccc3)C(=O)C21 (stereo unspecified)	-1	-2.7	1	-0.1	1.2	-0.9	-9	0.6	-19
COc1ccccc1CCNC(=O)CNC(=O)Cc1cccc2ccccc12	1	-3.2	1	0.5	-3.0	-0.4	4	-0.1	0
Cc1cc(C)c(S(=O)(=O)N(C)CC(=O)NCC2CCCO2)c(C)c1 (stereo unspecified)	0	-0.6	-2	-0.7	.	-0.9	3	0.3	2
Nc1c(Br)cc2c(c1Br)C(O)c1ccccc1-2 (stereo unspecified)	-4	-0.5	1	0.0	.	0.3	12	.	10
CC1CCCC(NC(=O)CCn2c(=S)oc3ccccc32)C1C (stereo unspecified)	-2	-1.7	-3	0.5	1.6	-0.9	11	-1.6	7
COc1ccccc1C(=O)NC(=O)COC(=O)C1CC2CCCC(C1)C2=O (stereo unspecified)	-2	-4.0	1	-0.4	-0.6	-1.2	-3	-0.2	-6
O=C(Nc1ccccc1)c1[nH]ncc1[N+](=O)[O-]	2	-5.9	1	1.0	-0.8	-0.9	2	4.7	-4

(continued)
molecule	Anthrax LF prot	FadD28 FP inh	Mtb FBA inh	PfHsp40 rescue	UGM FP inh	BoNT A protease	GDH-TPI inh	Mtb BioA inh	BoNT F protease
COc1ccc(Cc2nc3ccc(S(=O)(=O)N4CCOCC4)cc3[nH]2)cc1OC	0	0.7	5	-2.3	2.9	-0.9	1	5.3	-3
Cc1ccc(OCC(=O)NC(C)c2ccccc2)cc1C (stereo unspecified)	-4	-3.8	2	-0.3	1.5	-2.0	0	0.5	?
Brc1cc(Br)c2nc(-c3ccc(N4CCOCC4)cc3)ccc2c1	24	-5.4	2	-0.4	.	?	14	-6.6	10
Clc1ccc(C2=Nc3cc(Cl)ccc3OC2)cc1	3	-3.2	3	1.1	2.9	0.1	-11	.	1
Clc1ccc(CNc2ncnc3[nH]ncc23)c(Cl)c1	-3	-4.3	0	0.3	.	0.8	1	.	5
CN=c1scc(-c2ccco2)n1/N=C/c1ccc(O)c(O)c1	-8	11*	1	-0.2	.	0.1	6	.	-8
CCCCCCN1C[C@@H](n2cc(-c3ccc(F)cc3)nn2)[C@H](O)C[C@@H]1c1ccc(Cl)cc1	-3	-2.3	-2	.	.	-0.3	-9	-1.2	0
COCC1COS(=O)(=O)NC1(C)C (stereo unspecified)	-1	-2.2	0	-0.5	-0.8	-0.6	9	-0.9	1
O=C(CCN1CCN(C(c2ccccc2)c2ccccc2)CC1)N/N=C/c1ccc(O)cc1	4	-0.8	-1	-0.8	5.2	-0.3	14	.	-5
Cc1nnc(SCC(=O)Nc2sccc2C(N)=O)s1	?	0.3	1	-1.2	-1.0	-6.1	11	0.2	-9
CC(C)=CCC/C(C)=C/C=N/NC(=O)c1cccc([N+](=O)[O-])c1	-3	-2.0	4	-0.5	2.0	-0.8	0	.	-3
CCOc1cc(NC(=S)NCCCOC)c(OCC)cc1NC(=O)c1cccs1	0	-0.7	5	-0.2	1.2	-1.0	8	.	-2

High-throughput results from PubChem.
